# M1 antagonist: antagonists of rat M1 muscarinic receptor; Muscarinic acetylcholine receptor M1 (Rattus norvegicus), P08482; CHO-M1 cells, Fluo-4 calcium, ACh EC80 antagonist mode; active compounds read low; B-score at 10 µM; 64,000 tested, 3.4% active; AID 628, 2007;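 active = calcium fluorescence response, raw or row-and-column corrected B-score, differing from the plate sample mean either way at a set confidence level, mostly lower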
# Target sequence (P08482 whole entry, looked up): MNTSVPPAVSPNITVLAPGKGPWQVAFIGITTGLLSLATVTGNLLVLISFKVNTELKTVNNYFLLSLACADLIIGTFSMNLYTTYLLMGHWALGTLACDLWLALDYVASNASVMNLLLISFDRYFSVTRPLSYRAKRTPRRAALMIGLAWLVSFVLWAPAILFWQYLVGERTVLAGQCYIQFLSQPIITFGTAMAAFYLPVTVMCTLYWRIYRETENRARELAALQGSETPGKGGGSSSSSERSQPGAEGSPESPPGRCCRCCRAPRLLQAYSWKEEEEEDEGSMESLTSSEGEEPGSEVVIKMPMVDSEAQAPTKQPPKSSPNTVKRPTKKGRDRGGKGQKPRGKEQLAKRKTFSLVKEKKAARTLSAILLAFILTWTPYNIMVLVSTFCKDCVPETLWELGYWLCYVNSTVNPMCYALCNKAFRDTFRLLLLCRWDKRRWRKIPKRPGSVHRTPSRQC
# NADH enzymes: inhibitors of PK/LDH coupling enzymes, profiling panel, artefact control, biochemical, MLSMR library. IC50, µM (titrated, usually from 10 µM), for the others: at the highest dose inhibition. 65,000 tested, 0.02% active. coupled PK/LDH NADH assays, four targets;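 active = single-dose screening hits from any of four coupled enzyme assays that gave an IC50 when retested across doses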;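 note: the DPM-DC format reads NADH fluorescence rather than 340 nm absorbance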
# TNAP act mid DEA: human TNAP enzyme activators, primary screen, biochemical, luminescent, intermediate phosphate acceptor level; Alkaline phosphatase, tissue-nonspecific isozyme (Homo sapiens), P05186; purified TNAP, CDP-star luminescence, 100 mM DEA, 30 min; active compounds read high; scale: 0 levamisole-inhibited, 1 vehicle-only enzyme; activation factor at 20 µM; 64,000 tested, under 10 active;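 active = activation factor of at least 2 at 20 µM, relative to controls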
# Jurkat tox 60K: cytotoxicity toward Jurkat T cells, primary screen, cytotoxicity control, cell-based, Jurkat E6.1, 60K MLSMR library | inhibition, % at 4 µM | 56,000 tested, 1.2% active | Jurkat E6.1 viability, ATP luminescence, 48 h;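 active = inhibition above the mean inhibition of all tested compounds plus 3 SD, cut at about 28% in these data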
# M1 ag: M1 muscarinic receptor agonists, primary screen, CHO-M1 cells, Fluo-4 calcium, agonist mode; B-score at 10 µM; Muscarinic acetylcholine receptor M1; Fluo-4 calcium fluorescence; active compounds read high; 64,000 tested, 3% active;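 active = fluorescence rise, raw or as B-score row- and column-corrected plate score, outside the 99.7% band of its plate's samples, either direction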
# D1 allo mod: D1 CRE-luciferase signal change, two-sided – cell-based, HEK293 D1, dopamine EC30, D1 allosteric modulator project, primary screen | dopamine EC30 potentiation; actives deviate in either direction | B-score at 10 µM | 58,000 tested, 5.9% active | AID 641, 2007;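 active = luminescence count or its row- and column-corrected plate score outside the 99.7% band of the plate's sample wells, on either side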
# HEK293 NFkB inh: inhibitors of PMA/ionomycin-induced NF-kB reporter, primary screen, antigen receptor NF-kB inhibitor project, cell-based, HEK-293 luciferase reporter, luminescence. AID 465, 2006. HEK-293 NF-kB luciferase reporter. inhibition, % at 3 µM. 62,000 tested, 0.21% active;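 active = inhibition above the mean of all tested compounds plus 3 SD, cut at about 40% in these data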;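 note: 0% = stimulated DMSO wells and 100% = 10 µM reference inhibitor 5653914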
#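 Material: HEK-293 cells with stable firefly luciferase reporter driven by four HIV NF-kB elements / Also added: PMA plus ionomycin mix as NF-kB-activating stimulus / Compound dosing: 3 µM once, 0.30% DMSO / Times: 1 h pretreatment, 16 h stimulation, 37 °C / Signal: luminescence / Evaluation: per-plate % inhibition versus controls / Benchmarks: DMSO and 10 µM reference inhibitor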
# Ecoli tolC: growth inhibitors of E. coli tolC mutant, primary screen, strain BW25113 ΔtolC::kan, 384-well. OD615. growth inhibition, % at 10 µM (by protocol). 65,000 tested, 2.2% active;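 active = growth inhibition at or above a cutoff equal to the mean over every tested compound plus 3 SD, cut at about 60% in these data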;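 note: growth measured after 20 h incubation at 37 °C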
#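 Test system: E. coli BW25113 ΔtolC::kan bacteria | Medium: Kanamycin-containing LB broth (50 µg/mL) | Dosing: One dose of 10 µM final | Times: 20 h incubation with compound, 37 °C | Detection: Optical density read at 615 nm | Read-out basis: Percent growth inhibition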
# SF-1 act: activators of human SF-1, primary screen, cell-based, CHO-K1, Gal4-SF-1 LBD, luciferase luminescence | Steroidogenic factor 1 (Homo sapiens), Q13285 | CHO-K1 Gal4-SF-1 LBD luciferase reporter; % increase over DMSO SF-1-specific signal | activation, % at 10 µM | 65,000 tested, 1.9% active;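 active = activation above the mean activation of all tested compounds plus 3 SD, cut at about 50% in these data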
# Target sequence (Q13285 whole entry, looked up, the tested form may be a part): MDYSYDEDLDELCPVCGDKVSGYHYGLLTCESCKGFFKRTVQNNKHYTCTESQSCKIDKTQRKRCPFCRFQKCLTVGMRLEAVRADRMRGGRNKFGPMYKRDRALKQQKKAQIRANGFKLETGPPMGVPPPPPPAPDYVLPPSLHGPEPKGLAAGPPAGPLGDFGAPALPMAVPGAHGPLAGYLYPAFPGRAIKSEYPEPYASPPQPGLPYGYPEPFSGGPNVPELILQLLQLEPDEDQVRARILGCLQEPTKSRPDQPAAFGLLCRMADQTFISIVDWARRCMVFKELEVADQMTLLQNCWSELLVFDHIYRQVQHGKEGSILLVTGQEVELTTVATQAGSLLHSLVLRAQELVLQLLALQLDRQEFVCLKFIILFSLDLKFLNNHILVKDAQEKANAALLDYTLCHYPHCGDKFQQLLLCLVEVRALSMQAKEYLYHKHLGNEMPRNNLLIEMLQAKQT
#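 Test system: transient Gal4-SF-1 LBD reporter, CHO-K1; Amount: 4,000 CHO-K1 cells per well; Doses: 10 µM only; Timing: compound exposure 20 h at 37 °C; Signal: luciferase light emission; Read-out basis: percent activation relative to DMSO median and mock-transfected background; Control set: DMSO negative control and −SF1 background wells; Replicates: one test per compound.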
# The depositor's hits bear a star; . = not tested or not shown; [ ] = another dose, or the depositor's remark.
# Start of the data: the first 2 compounds, to show the layout:
# Second line of a record: Jurkat tox 60K	M1 antagonist	TNAP act mid DEA	NADH enzymes	SF-1 act	D1 allo mod	Ecoli tolC	HEK293 NFkB inh	M1 ag
CCOc1ccc(N(CC(=O)O)S(=O)(=O)c2ccc(OC)c(OC)c2)cc1
    -2	0.041	1	1%	-4	1.2	-7	14	-0.84
COc1ccc(NC(=O)CN(c2ccc(C(C)C)cc2)S(=O)(=O)c2c(C)noc2C)cc1OC
    10	-0.0066	0.9	4%	-13	3*	-11	-10	-0.23

# This part in full, from the first entry:
# Second line of a record: Jurkat tox 60K	M1 antagonist	TNAP act mid DEA	NADH enzymes	SF-1 act	D1 allo mod	Ecoli tolC	HEK293 NFkB inh	M1 ag
CCOc1ccc(N(CC(=O)O)S(=O)(=O)c2ccc(OC)c(OC)c2)cc1
    -2	0.041	1	1%	-4	1.2	-7	14	-0.84
COc1ccc(NC(=O)CN(c2ccc(C(C)C)cc2)S(=O)(=O)c2c(C)noc2C)cc1OC
    10	-0.0066	0.9	4%	-13	3*	-11	-10	-0.23
O=C1CN(c2nc3ccccc3n3cnnc23)CC(=O)N1CCc1ccccc1
    3	1.2	0.9	5%	10	-0.66	9	-2	-1.2
COc1cc(C(=O)Nc2ccc(OCC(=O)O)cc2)cc(OC)c1OC
    -2	.	1	2%	-19	-0.72	9	14	.
O=C(CC(C(=O)O)N1CCOCC1)Nc1ccc(Cl)cc1 (configuration not stated)
    3	0.72	0.9	11%	3	-0.11	-16	17	-0.86
O=C(NCc1ccccn1)c1ccc(CS(=O)(=O)Cc2ccc(Cl)cc2)o1
    10	0.064	1	1%	-21	-0.86	-20	20	-0.2
O=C(Oc1ccc(N(Cc2cccs2)C2=NS(=O)(=O)c3ccccc32)cc1)c1ccco1
    -2	-0.66	.	6%	-3	-0.21	35	-8	-0.31
O=C(OCC1CC(c2ccccn2)=NO1)c1ccc(Br)cc1 (configuration not stated)
    4	-0.11	0.9	5%	13	0.1	-1	4	-1.1
CC(C)C(=O)Nc1ccc(C(=O)N2CCN(C(=O)c3ccco3)CC2)cc1
    -9	0.41	0.9	5%	-11	0.3	-9	4	1.2
CC1(C)CC(=O)C=C(NCCN2CCN(C(=O)Nc3ccc(Cl)cc3)CC2)C1
    5	-0.029	0.9	7%	-13	-0.11	-2	18	-0.67
CC(=O)c1c(C)[nH]c(C(=O)Nc2cc(C)ccc2C)c1C
    3	-0.034	1	6%	-14	-1.9	-11	18	-0.043
CCOc1ccccc1NC(=O)CN(C)S(=O)(=O)c1cccc2nsnc12
    -4	0.2	0.9	4%	-8	4.7*	-31	5	0.3
CCOc1ccc2nc(NC(NC(C)=O)(C(=O)OC)C(F)(F)F)sc2c1 (configuration not stated)
    .	0.62	0.9	2%	4	.	9	.	-0.5
N#Cc1cc2cc3c(cc2nc1SCC(=O)OC1CCCCC1)OCO3
    0	0.061	0.9	9%	-1	.	12	7	-1.5
CC(C)N(Cc1cc2ccccc2[nH]c1=O)C(=O)C1CCCCC1
    7	-0.073	0.9	5%	-9	-1.5	0	13	-0.72
CCOCCCNC(=O)c1ccc2c(c1)ncn2C1CCCC1
    -9	0.77	0.9	2%	18	-0.61	-10	7	0.98
C=CCn1c(SCC(=O)NC(=O)NC2CCCC2)nnc1C1CCCCC1
    .	-0.21	1	1%	10	.	2	10	0.14
CCOC(=O)c1ccccc1NC(=O)CCNC(=O)Cn1cnc2ccccc2c1=O
    -4	.	1	2%	6	-0.17	-3	2	.
Cc1cc(C)nc(N2C(=O)CC(Cc3ccccc3)C2=O)n1 (configuration not stated)
    4	0.4	0.9	7%	-15	.	-11	2	-0.79
CCn1c(=O)c(-[n+]2ccccc2)c(O)c2ccccc21
    -7	0.54	0.9	9%	-3	-0.067	-11	14	0.94
O=S1(=O)N=C(N2CCN(Cc3ccccc3)CC2)c2ccccc21
    -18	0.53	0.9	3%	-3	-0.28	-17	12	-0.97
CCc1nnc(NC(=O)CSc2nnc(-c3cccnc3)n2CCc2ccccc2)s1
    -4	-1	1	6%	-10	0.61	-3	-6	-0.58
Cc1cnc(C(=O)N2CCN(S(=O)(=O)c3ccc4ccccc4c3)CC2)cn1
    8	0.06	0.9	4%	-2	.	2	11	0.13
CCOC(=O)c1cccc(NC(=O)CSc2nc(N)cc(N)n2)c1
    0	0.021	0.9	7%	-3	1.8	17	15	-0.6
COP(C)(=O)c1c(C)nn(-c2ccccc2)c1C (configuration not stated)
    .	0.66	0.8	1%	5	0.29	-12	8	0.12
CCN(CC)CCCNC(=O)CC1Oc2ccc(C)cc2NC1=O (configuration not stated)
    -4	-2.1	0.9	10%	5	0.3	-18	16	0.75
O=C(O)CSc1nc2c(c(=O)[nH]1)CCCC2
    .	-0.22	0.9	6%	-6	0.033	-21	5	-0.28
Cc1nc(NCCN2CCOCC2)c2oc3ccccc3c2n1
    .	-0.79	0.9	4%	4	0.74	3	8	-0.81
CCOC(=O)c1c(C)[nH]c(C(=O)COC(=O)CSCC(=O)N(CC)CC)c1C
    0	-0.0019	0.9	4%	0	0.031	5	17	-0.51
CCN(CC)Cc1cc(C(C)=O)ccc1OCC(C)C
    .	-0.32	0.9	1%	0	.	-2	.	-0.38
COCCn1c(=N)c(C(=O)NCCc2ccccc2)cc2c(=O)n3cccc(C)c3nc21
    4	-4.7*	0.9	1%[fluoresces]	-1	-0.091	7	4	-0.082
CCCCCn1c(CCNC(=O)c2cccs2)nc2ccccc21
    .	0.39	.	2%	-17	.	53	18	11*
CCCC(=O)Nc1cc(C)c2c(=O)oc3ccccc3c2n1
    9	-0.31	0.8	4%	8	3.3	19	-9	0.16
CC(C)Oc1ccc(NC(=O)C2CCCNC2=O)cc1 (configuration not stated)
    2	0.51	0.9	5%	26	-0.86	-12	1	-0.48
Cc1nn(Cc2ccc(F)cc2)c(C)c1NC(=O)c1cc(-c2ccco2)on1
    12	-0.082	1	4%	3	-0.021	0	12	-0.8
CCCCP(=O)(c1ccccn1)c1ccccn1
    .	-0.5	0.9	3%	-6	0.26	-5	12	-0.098
CCCN(CCC)C(=O)CSc1nc2n[nH]c(C)c2c(=N)n1-c1ccc(OC)cc1
    5	-0.14	.	8%	1	4.1	6	13	0.47
CCOc1ccc(CCNS(=O)(=O)c2c(C)n[nH]c2C)cc1OCC
    11	0.34	1	4%	-6	1.2	-14	16	0.031
COc1cccc(NC(=O)CN2C(=O)COc3ccc(Cl)cc32)c1
    -4	-0.03	0.9	8%	0	-0.093	5	5	-0.62
Fc1ccccc1OCCCN1CCOCC1
    -8	0.29	0.9	17%	22	-0.83	-3	16	0.34
Clc1ccc(OCCn2ccnc2)c(Cl)c1
    10	-3*	1	4%	-25	0.26	18	28	-1.7
Cc1ccc2c(c1)nnn2C1CCN(CC(=O)N2c3ccccc3CC2C)CC1 (configuration not stated)
    4	0.7	0.9	3%	-15	1	21	4	-0.034
Cc1cc(C(=O)Nc2nnc(C3CCCCC3)s2)cs1
    -2	0.75	0.9	4%	43	-0.21	-6	-18	-0.55
Cc1onc(-c2ccccc2)c1C(=O)Nc1ccc(OC(C)C)cc1
    2	-0.31	0.9	5%	8	-0.26	3	12	1.5
O=C(Nc1ccc(SC(F)F)cc1)C1=COCCO1
    .	0.16	0.9	4%	41	-3	-6	-11	0.06
COC(=O)CSc1nnc(-c2cccc(NC(=O)c3ccc(C)cc3)c2)n1C
    -8	-0.59	0.9	6%	5	0.37	6	9	-0.15
NC(=O)Cn1c(=O)n(CCCC(=O)NC2CCN(Cc3ccccc3)CC2)c(=O)c2ccccc21
    -4	-0.062	0.9	6%	-10	1.1	-27	-1	0.95
CCn1cc(C(=O)Nc2ccccc2C(=O)OC)c(=O)c2ccc(C)nc21
    -2	0.22	0.9	5%	18	1.1	-10	28	-0.019
Cn1c(=O)c2nc(-c3ccccc3)oc2c2ccccc21
    -2	-0.67	0.9	5%[fluoresces]	21	.	37	15	-0.044
CSc1nc(C)cc(OCC(=O)n2nc(C)cc2C)n1
    2	0.64	0.9	2%	-26	-0.14	-21	30	0.16
CCn1cc(C(=O)NCCOC)c(=O)c2ccc(C)nc21
    0	1.2	0.9	4%	-8	1.1	36	5	-0.013
CCn1c(CC(=O)Nc2ccc(C)cc2)nnc1SCC(=O)NCc1ccccc1
    18	-2	0.9	3%	-9	0.25	-9	15	0.41
CCc1nnc(NC(=O)C(NS(=O)(=O)c2ccc3c(c2)OCCO3)C(C)C)s1 (configuration not stated)
    -5	0.099	0.9	10%	-4	0.22	-11	3	0.67
O=C(O)C1CC=CCC1C(=O)Nc1cccc(F)c1 (configuration not stated)
    9	-0.26	0.9	3%	2	-0.27	-4	12	0.027
COC(=O)c1cn(CC(=O)NCc2ccco2)c2ccccc12
    -4	-0.32	0.9	1%	6	.	-10	3	-2.1
COc1cccc(-c2cc(C(F)(F)F)nc(-n3cncn3)n2)c1
    9	-1.3	0.9	5%	-8	2.5	1	16	-0.24
Cc1cccc(C)c1-n1nnnc1SCSc1nnnn1-c1c(C)cccc1C
    -9	0.11	0.8	2%	23	.	0	45*	0.16
Cn1cc(C(=O)NC2CCCCCCC2)c(=O)c2cc(S(=O)(=O)N3CCCC3)ccc21
    6	-0.74	0.9	11%	-14	-0.18	17	9	-0.0086
Cc1c(C(=O)NCCC2=CCCCC2)oc2ccc(S(=O)(=O)N3CCOCC3)cc12
    .	-2.9*	0.9	0%	12	.	33	23	15*
O=C(N1CCOCC1)N1c2ccccc2CC(N2CCOCC2)c2ccccc21 (configuration not stated)
    0	0.44	1	2%	-7	-0.89	-4	18	0.91

# (next part)
# Second line of a record: Jurkat tox 60K	M1 antagonist	TNAP act mid DEA	NADH enzymes	SF-1 act	D1 allo mod	Ecoli tolC	HEK293 NFkB inh	M1 ag
CCc1ccccc1NC(=O)CN(C)Cc1nc(N)nc(Nc2ccccc2C)n1
    9	1.8	1.3	7%	21	-0.59	9	18	1.2
CCOc1ccc(C2Oc3nc(SC)nnc3-c3ccccc3N2C(C)=O)cc1OC (configuration not stated)
    -5	-0.023	0.9	7%	-10	8.4*	-16	8	0.33
Cc1ccc(-c2nc(S(=O)(=O)c3ccc(F)cc3)c(SCC(=O)NCC3CCCO3)o2)cc1 (configuration not stated)
    .	1.6	0.9	1%	1	-0.028	1	9	-0.24
Cc1c(OCc2nn[nH]n2)ccc2c3c(c(=O)oc12)CCC(C)C3 (configuration not stated)
    6	0.62	0.9	1%[fluoresces]	2	-1.3	30	15	-0.22
NC(=O)C1(N2CCCCC2)CCN(C(=O)c2ccc(-n3cnnn3)cc2)CC1
    -6	1.2	1	5%	-2	0.3	-14	-2	-0.36
